High-throughput results as filed in PubChem BioAssay.
Tb PYK inh: blocks Trypanosoma brucei pyruvate kinase; Q57TT1; TbPYK enzyme, Kinase-Glo Plus ATP luminescence, 45 min; Potency, µM (doses to about 76.8 µM), for inactives: top-dose activity, negative = inhibition, actives largely listed as inhibitors; 410,000 tested, 0.12% active; note: nearly all actives have a fitted effect of over 50% in size
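TbPYK + substrate in 50 mM TEA pH 7.2, 100 mM KCl, 10 mM MgCl2, 0.05% BSA, 0.01% Tween-20; cpd pinned; ADP 130 uM final; 45 min RT; Kinase-Glo Plus 10 min; luminescence endpoint.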
AmpC inh no detg: AmpC beta-lactamase inhibition without detergent; P00811; AmpC nitrocefin hydrolysis, absorbance 480 nm, 0.0001% Triton; Potency, µM (titrated, usually from 57.1 µM), without a hit: top-dose activity change, negative = inhibition, actives largely listed as inhibitors; 330,000 tested, 0.52% active; AID 485341;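 note: plate controls were no compound for no effect and no enzyme for full effect; nearly all actives have a fitted effect of over 20% in size; some results filed as inactive show a strong effect at the top dose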
Target sequence (P00811 whole entry, looked up): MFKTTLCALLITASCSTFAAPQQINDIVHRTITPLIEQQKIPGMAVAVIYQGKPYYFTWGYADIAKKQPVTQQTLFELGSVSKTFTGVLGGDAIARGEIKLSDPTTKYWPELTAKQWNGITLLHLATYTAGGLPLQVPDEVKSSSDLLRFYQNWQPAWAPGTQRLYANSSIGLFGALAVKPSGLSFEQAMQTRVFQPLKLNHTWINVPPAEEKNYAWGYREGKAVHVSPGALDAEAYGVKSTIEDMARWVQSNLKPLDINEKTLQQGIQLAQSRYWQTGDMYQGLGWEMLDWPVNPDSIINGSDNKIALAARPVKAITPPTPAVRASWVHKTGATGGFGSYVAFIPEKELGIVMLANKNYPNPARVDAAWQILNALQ
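AmpC (5.3 nM in the dispensed reagent) in 20 mM phosphate pH 7.0 with 0.01% (detergent screen) or 0.0001% Triton X-100 was preincubated with compounds for 15 min at room temperature. Nitrocefin was then added from an 800 uM solution, and hydrolysis was followed at 480 nm.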
Numbers without * were called inactive; & = joins results of further samples; [ ] = remark or other dose. Calls come from the whole dose curve; as a rule, active = well fitted curve in the direction sought with a large enough effect; inconclusive = small, poorly fitted or top-dose-only effect, or another doubt; inactive = no such curve, though single readings can be large; an effect the other way counts as inactive or inconclusive. Unless noted, % is set by controls: 0 for no effect and ±100 for the full control effect; potency is the fitted concentration of half-maximal effect.

Order of results: Tb PYK inh, AmpC inh no detg
- C[C@H]1COC(=O)[C@@H](Cc2ccc(F)cc2)C/C=C\C[C@H](CC(=O)NCCO)C(=O)N1
 : -2%, -10%
- O=C(COc1ccccc1[N+](=O)[O-])NCC1COc2ccccc2O1 (stereo not drawn)
 : 5%, 2%
- C=CC[C@H](CC(=O)NCCO)C(=O)NC[C@H](OC(=O)[C@@H](CC=C)Cc1ccc(F)cc1)c1ccccc1
 : 3%, 3%
- CC(C)NC(=O)N(C)C[C@H]1Oc2ccc(NC(=O)NC3CCCCC3)cc2C(=O)N([C@H](C)CO)C[C@@H]1C
 : 3%, 71%[activator]
- C[C@H](CO)N1C[C@H](C)[C@@H](CN(C)C)Oc2c(NS(=O)(=O)c3ccc(F)cc3)cccc2C1=O
 : 1%, -6%
- CCOc1ccc(Br)cc1S(=O)(=O)Nc1ccc(S(=O)(=O)Nc2cc(C)on2)cc1
 : -14%, -39%
- CCOC(=O)C1=C(COC(=O)c2cccnc2SC)NC(=O)NC1C (stereo not drawn)
 : 2%, 1%
- COc1cc(OC)cc(C(=O)NNC(=O)c2nn(C)c(=O)c3ccccc23)c1
 : 0%, 1%
- O=C(Cc1ccccc1)OCC(=O)c1ccc(F)cc1
 : -1%, -22%
- Cc1ccc(C)c(S(=O)(=O)/N=C(/Nc2ccccc2)c2ccccc2)c1
 : -3%, -1%
- COC(=O)[C@]1(Cc2ccccc2)N[C@H](CN(C)S(=O)(=O)c2ccc(OC)cc2)[C@@H]2C(=O)N(C)C(=O)[C@@H]21
 : 4%, 10%
- CCCCN1C(=N)N([C@@H](CN2CCC[C@H]2CN2C(N)=NC[C@@H]2Cc2ccccc2)C(C)C)C[C@H]1Cc1ccccc1
 : -3%, -10%
- O=C(COC(=O)c1ccccc1Br)Nc1cccnc1Cl
 : 0%, -44%
- O=C(C[C@H]1C/C=C\CC[C@@H](Cc2ccc(F)cc2)C(=O)O[C@H](c2ccccc2)CNC1=O)N[C@H](CO)Cc1ccccc1
 : -4%, 116%[activator]
- Cc1ccc(-c2csc(NCCn3c(C)nc4cc(C(F)(F)F)ccc43)n2)cc1
 : 1%, 37%
- CN1CCCN(C(=O)CNC(=O)c2ccccc2Br)CC1
 : -4%, -19%
- COc1ccc(OCC(=O)Nc2nc3cc4c(cc3s2)OCCO4)cc1
 : -5%, -25%
- COc1ccc(C(CNC(=O)c2cccc(S(=O)(=O)N3CCc4ccccc43)c2)N(C)C)cc1 (stereo not drawn)
 : 1%, 155%[activator]
- CC(C)(C)OC(=O)C[C@H]1C/C=C\C[C@@H](CC(=O)N(CCO)Cc2ccccc2)C(=O)NCCOC1=O
 : -6%, 127%[activator]
- C[C@H](CO)N1C[C@H](C)[C@@H](CN(C)C(=O)NC2CCCCC2)Oc2ccc(NS(=O)(=O)c3cccs3)cc2C1=O
 : -5%, 56%
- CC(OC(=O)C1=COCCO1)C(=O)NC1(C#N)CCCCC1 (stereo not drawn)
 : 2%, -7%
- C[C@H](CO)N1C[C@H](C)[C@@H](CN(C)C(=O)NC2CCCCC2)Oc2ccc(NS(=O)(=O)c3cn(C)cn3)cc2C1=O
 : 6%, -5%
- O=C(Cc1ccccc1F)N1CCN(CC(=O)N2CCCC2)CC1
 : 2%, -2%
- COc1ccccc1NC(=O)COC(=O)C1=NN(c2ccccc2)C(=O)CC1
 : 4%, 7%
- COc1ccc2[nH]c3c(c2c1)CCN1C(=O)C(CC(=O)NC(C)(C)C)C[C@H](C(=O)N2CCCCC2)[C@@]31CCc1ccccc1 (stereo partly drawn)
 : 4%, 7%
- COc1cc(OC)c2c(-c3cccc(-c4ccc(F)c(Cl)c4)c3)cc(=O)oc2c1
 : 2%, -30%
- COc1ccc(S(=O)(=O)N(C)C[C@@H]2Oc3ccc(NC(=O)Nc4c(C)noc4C)cc3C(=O)N([C@H](C)CO)C[C@@H]2C)cc1
 : -5%, 153%[activator]
- CC(=O)C[C@@H](O)CC(=O)[C@@H]1OC(=O)CCCCC/C=C/Cc2ccccc21
 : 1%, 210%[activator]
- COc1ccc2[nH]c3c(c2c1)CCN1C(=O)C(CC(=O)NCc2ccco2)C[C@H](C(=O)N2CCCCC2)[C@@]31CCc1ccccc1 (stereo partly drawn)
 : -6%, -1%
- O=C1N[C@@H](Cc2c[nH]c3ccccc23)COC(=O)[C@@H](Cc2ccc(F)cc2)C/C=C\C[C@H]1CC(=O)N(CCO)Cc1ccccc1
 : 0%, 106%[activator]

Single entries from the list:
Under Tb PYK inh, `CCCCN1C(=N)N([C@@H](CN2CCC[C@H]2CN2C(N)=NC[C@@H]2Cc2ccccc2)C(C)C)C[C@H]1Cc1ccccc1` is entered as -3%
Under AmpC inh no detg, `CC(OC(=O)C1=COCCO1)C(=O)NC1(C#N)CCCCC1` (stereo not drawn) is entered as -7%
Under Tb PYK inh, `C[C@H](CO)N1C[C@H](C)[C@@H](CN(C)C(=O)NC2CCCCC2)Oc2ccc(NS(=O)(=O)c3cn(C)cn3)cc2C1=O` is entered as 6%
Under AmpC inh no detg, `C[C@H](CO)N1C[C@H](C)[C@@H](CN(C)C(=O)NC2CCCCC2)Oc2ccc(NS(=O)(=O)c3cccs3)cc2C1=O` is entered as 56%

The list continues:
Order of results: Tb PYK inh, AmpC inh no detg
- CC(C)CNC(=O)/C=C/C=C/CCCCCC/C=C/c1ccc2c(c1)OCO2
 : -5%, 7%
- O=C(OCC(=O)c1ccc(Cl)s1)c1cncc(Br)c1
 : -7%, -45%
- CC(C)(O)C1CC[C@@](C)([C@@H]2CC[C@]3(C)[C@H]2[C@H](O)CC2[C@@]4(C)CCC(O)C(C)(C)C4C(OC4OC(CO)C(O)C(O)C4O[C@@H]4OCC(O)C(O)C4O)C[C@]23C)O1 (stereo partly drawn)
 : 1%, 58%
- O=C(COC(=O)c1cc(S(=O)(=O)N2CCCCC2)ccc1Cl)NC1CCS(=O)(=O)C1 (stereo not drawn)
 : 1%, -9%
- CCN(C[C@H]1N[C@@](Cc2ccccc2)(C(=O)OC)[C@H]2C(=O)N(C)C(=O)[C@@H]12)C(=O)c1ccc(C)cc1
 : 6%, 74%[activator]
- CCOc1cc(C=O)ccc1O
 : 2%&-6%, -17%
- Cc1ccc(S(=O)(=O)N2[C@@H](c3ccc(Br)cc3)C(C(=O)O)=C[C@H]2CC2CCCC2)cc1
 : -1%, -15%
- CC(=O)Nc1ccc(S(=O)(=O)N2CCSc3ccccc32)cc1
 : 4%, -20%
- CN(Cc1ccccc1)C(=O)COC(=O)c1ccc(Br)c(S(=O)(=O)N2CCOCC2)c1
 : -5%, 74%[activator]
- NS(=O)(=O)c1cccc(NC(=O)COC(=O)CSCc2ccccc2)c1
 : -26%, -33%
- O=C(COC(=O)c1ccc(Br)o1)NCc1ccccc1Cl
 : -4%, -24%
- CC[C@@H]1C=C(C(=O)O)[C@H](c2ccc(F)cc2)N1S(=O)(=O)c1ccc(C)cc1
 : -4%, -13%
- Cc1nc(SCc2nc3ccccc3[nH]2)c2oc3ccc(Br)cc3c2n1
 : 0%, -12%
- CN(C)CCCNC(=O)C[C@H]1C[C@H](C(=O)N2CCCCC2)[C@@]2(CCc3ccccc3)c3[nH]c4cc(-c5ccco5)ccc4c3CCN2C1=O
 : -2%, 144%[activator]
- N#Cc1cc([N+](=O)[O-])ccc1NC(=O)CSc1n[nH]c(=O)[nH]c1=O
 : -4%, -19%
- CCN(Cc1ccncc1)C(=O)c1cccc(S(=O)(=O)N2CCCCC2)c1
 : -24%, -6%
- COc1cc2c(cc1OC)CN(C(=O)CSc1ccccc1C)CC2
 : -3%, 11%
- CC(C)(C)NC(=O)C[C@H]1C[C@H](C(=O)N2CCOCC2)[C@@]2(C)c3[nH]c4cc(-c5ccco5)ccc4c3CCN2C1=O
 : -7%, 191%[activator]
- O=C(NCC(c1ccc(F)cc1)N1CCOCC1)c1ccc(-c2ccccc2)cc1 (stereo not drawn)
 : 1%, -5%
- O=C(NN=Cc1cccc([N+](=O)[O-])c1)c1cc(-c2cccnc2)nc2ccccc12
 : 0%, -15%
- COC(=O)[C@@]1(Cc2ccccc2)[C@H]2C(=O)N(Cc3ccccc3)C(=O)[C@H]2[C@H]2CN=C(SCc3ccc(C)cc3)N21
 : 4%, -9%
- C/C=C(/C)C(=O)O[C@@H]1c2c(ccc3ccc(=O)oc23)OC(C)(C)[C@@H]1OC(C)=O
 : -3%, 8%
- CCCCNc1c(-c2ccc(OC)c(SC(C)CC)c2)nc2cc(C)ccn12 (stereo not drawn)
 : 0%, 78%[activator]
- CCCn1c(SCC(=O)N2CCc3ccccc32)n[nH]c1=O
 : 1%, -17%
- CC[C@@]1(C(=O)OC)N[C@H](CN(C)S(=O)(=O)c2ccccc2)[C@@H]2C(=O)N(Cc3ccccc3)C(=O)[C@@H]21
 : 4%, 63%[activator]
- Cc1ccc(S(=O)(=O)N(C)C)cc1NC(=O)C(C)OC(=O)c1cc[n+]([O-])cc1 (stereo not drawn)
 : 0%, -11%
- O=C(Nc1ccc(Cl)c(S(=O)(=O)N2CCOCC2)c1)c1cccs1
 : 1%, -29%
- CN(CC(=O)NCC1COc2ccccc2O1)S(=O)(=O)c1ccc(Cl)cc1 (stereo not drawn)
 : 4%, -4%
- CCCCNS(=O)(=O)CCNCc1ccccc1OC
 : 1%, -10%
- O=S(=O)(c1ccc(Cl)nc1)N1CCC(Cc2ccccc2)CC1
 : 2%, -26%

Carrying on:
Order of results: Tb PYK inh, AmpC inh no detg
- CCC(CO)Oc1cc(NC(=O)c2cccc3ccccc23)c2ncn(C(C)C)c2c1 (stereo not drawn)
 : 1%, 113%[activator]
- Cc1occc1C(=O)Nc1cccc(S(=O)(=O)N2CCOCC2)c1
 : 1%, -15%
- O=C(CSc1nnnn1-c1ccccc1)NCCCN1CCCC1=O
 : -4%, -12%
- Cc1ccc(NS(=O)(=O)c2ccc(C(C)C)cc2)cc1S(=O)(=O)N1CCOCC1
 : -11%, -16%
- C[C@H](NC(=O)c1ccco1)C(=O)N1CCN(c2ccc(C(F)(F)F)cn2)CC1
 : 1%, 3%
- COc1ccccc1NCC(=O)NN=C1CCS(=O)(=O)c2ccc(F)cc21
 : -2%, -19%
- NS(=O)(=O)c1ccc(NC(=O)c2ccc(S(=O)(=O)N3CCCCCC3)cc2)cc1
 : 10%, -26%
- O=C(COC(=O)CNC(=O)c1cc(Cl)cc([N+](=O)[O-])c1)NC(=O)NCc1ccco1
 : -6%, -23%
- C#CCOCCOCCOCCNc1nc(N2CCN(C(=O)[C@H](CCCCN)n3cc(CN)nn3)CC2)nc(N2CCN(C(=O)[C@H](CCCN=C(N)N)n3cc(C(N)[C@H](C)CC)nn3)CC2)n1 (stereo partly drawn)
 : -2%, 51%
- CCCCCc1c2c(cc(O)c1C(=O)O)OC(=O)c1cc(C(=O)CCCC)c(OC)cc1O2
 : -5%, -29%
- COc1ccc(S(=O)(=O)N2CCCCC2)cc1NC(=O)C1CC(=O)N(Cc2ccco2)C1 (stereo not drawn)
 : 6%, 34%
- C[C@H](CO)N1C[C@H](C)[C@@H](CN(C)Cc2ccc3c(c2)OCO3)Oc2c(NC(=O)C3CC3)cccc2C1=O
 : -3%, 160%[activator]
- Cc1ccsc1CN(C)CC(=O)NCC(=O)Nc1ccc(F)c(F)c1F
 : 0%, 8%
- COc1ccc(NC(=O)N(C)C[C@H]2Oc3ccc(NS(=O)(=O)c4ccc(F)cc4)cc3C(=O)N([C@H](C)CO)C[C@@H]2C)cc1
 : -1%, 64%[activator]
- O=C(CCNC(=O)c1ccco1)NCCc1c[nH]c2ccccc12
 : 1%, -12%
- Cc1ccc([C@H]2C(C(=O)O)=CC[C@@H](c3ccc4c(c3)OCO4)N2S(=O)(=O)c2ccc(C)cc2)cc1
 : 6%, -16%
- NC(=O)c1ccc(NC(=O)COC(=O)c2cc3ccccc3cc2O)cc1
 : 2%, -55%
- COc1ccc(C(=O)NCC(=O)OCC(=O)N2CC(C)OC(C)C2)cc1OC (stereo not drawn)
 : 1%, -3%
- C=CC[C@@H](CC(=O)N[C@@H](CO)Cc1ccccc1)C(=O)N[C@H](COC(=O)[C@H](CC=C)CC(=O)OC(C)(C)C)Cc1ccccc1
 : 2%, -3%
- Nc1ccccc1C(=O)N1O[C@@H]2C=C[C@H]1CC2
 : -2%, -23%
- Cn1c(N)c(C(=O)COC(=O)c2cccc(S(=O)(=O)N3CCOCC3)c2)c(=O)n(C)c1=O
 : -6%, -3%
- COc1ccccc1CNC(=O)COC(=O)c1cc(C)nc2ccccc12
 : -5%, 6%
- CCCCN(C(=O)C1CC(=O)N(c2ccc3c(c2)OCCO3)C1)c1c(N)n(CCC)c(=O)[nH]c1=O (stereo not drawn)
 : 0%, -17%
- CCC(CO)Oc1cc(NCc2cccc(F)c2)c2ncn(C(C)C)c2c1 (stereo not drawn)
 : -5%, 98%[activator]

Record cards, from the list above. Order of screens: Tb PYK inh | AmpC inh no detg
Profile of CCCCN(C(=O)C1CC(=O)N(c2ccc3c(c2)OCCO3)C1)c1c(N)n(CCC)c(=O)[nH]c1=O (stereo not drawn) : 0% | -17%
Profile of Cc1ccsc1CN(C)CC(=O)NCC(=O)Nc1ccc(F)c(F)c1F : 0% | 8%
Profile of O=C(CSc1nnnn1-c1ccccc1)NCCCN1CCCC1=O : -4% | -12%
Profile of NC(=O)c1ccc(NC(=O)COC(=O)c2cc3ccccc3cc2O)cc1 : 2% | -55%

Not all compounds are listed; count on the stated rates, not on these rows.
